High-throughput results as filed in PubChem BioAssay.
Calpain2 inh: blocks pig calpain II enzyme activity; purified calpain II, fluorogenic peptide substrate, 30 min; inhibition, % at 16 µM; 220,000 tested, 0.37% active;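 active = inhibition above about 50%, limit read from the data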
14-3-3 Bad inh: disrupts binding of bovine 14-3-3 zeta to phospho-Bad peptide. P63103. TR-FRET 14-3-3zeta/Dy647-pBad peptide displacement, 1 h. inhibition, % at 21.7 µM. 220,000 tested, 0.71% active;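 active = inhibition above about 70%, limit read from the data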;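 also: 0% = full 14-3-3 plus peptide FRET controls and 100% = background without 14-3-3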
EP2 antag: EP2 receptor (human) inhibition; 260,000 tested, 0.52% active; inhibition, % at 25 µM; P43116; AID 1422; C6 glioma cells expressing human EP2, cAMP TR-FRET; cells stimulated with saturating PGE2;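 active = percent inhibition above 40 after rounding to a whole number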;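 also: rat C6 glioma host cells with rolipram phosphodiesterase inhibitor present; the protocol text gives 20 µM as final concentration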
Target sequence (P43116 whole entry, looked up): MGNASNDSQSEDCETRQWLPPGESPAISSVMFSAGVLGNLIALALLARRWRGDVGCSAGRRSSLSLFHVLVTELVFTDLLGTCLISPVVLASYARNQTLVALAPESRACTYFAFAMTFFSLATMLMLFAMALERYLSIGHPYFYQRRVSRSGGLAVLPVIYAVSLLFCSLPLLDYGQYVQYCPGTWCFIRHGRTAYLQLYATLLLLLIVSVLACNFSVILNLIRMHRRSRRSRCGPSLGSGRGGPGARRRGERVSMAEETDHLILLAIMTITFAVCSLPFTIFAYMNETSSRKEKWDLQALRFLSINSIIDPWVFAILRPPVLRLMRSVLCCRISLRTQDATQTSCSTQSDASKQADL
Rad51 HR inh: Rad51 (human) homologous recombination inhibition; hRad51 DNA strand exchange, fluorescence dequenching; inhibition, % at 10 µM; 200,000 tested, 0.085% active; AID 1385;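 active = inhibition above 40% at the single screening dose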;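 also: 0% = DMSO control wells and 100% = blanks with heterologous ssDNA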
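Material: hRad51 filaments on single-stranded DNA; Reagent: Donor/quencher-labelled 47-bp dsDNA substrate; Compound: 10 µM final, single point; Schedule: 37 °C 15-min filament assembly, 30-min compound preincubation, 15-min exchange; Technique: FRET fluorescence, excitation 485 nm, emission 520 nm; Benchmarks: control wells and blank wells on each plate.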
zVAD death inh: blocks zVAD induced death of L929 cells; 220,000 tested, 0.38% active; viability rescue, % at 10 µM; L929 zVAD necroptosis rescue, ATP luminescence, 24 h; with zVAD 60 µM; AID 1377;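 active = activation, scaled between plate controls, above about 75%, limit read from the data; inactive = activation under that limit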;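 also: 0% = zVAD with DMSO and 100% = DMSO alone without zVAD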
Hck Nef HTS: inhibitors of human Hck kinase activated by Nef. P08631. Recombinant Hck-YEEI plus Nef, Z-Lyte FRET kinase assay. inhibition, % at 20 µM. 220,000 tested, 0.68% active. AID 463187;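 active = Hck-Nef kinase inhibition above about 50%, limit read from the data; inactive = inhibition below that limit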;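 also: 0% = DMSO with Hck plus Nef and 100% = Hck alone without Nef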
Target sequence (P08631 whole entry, looked up): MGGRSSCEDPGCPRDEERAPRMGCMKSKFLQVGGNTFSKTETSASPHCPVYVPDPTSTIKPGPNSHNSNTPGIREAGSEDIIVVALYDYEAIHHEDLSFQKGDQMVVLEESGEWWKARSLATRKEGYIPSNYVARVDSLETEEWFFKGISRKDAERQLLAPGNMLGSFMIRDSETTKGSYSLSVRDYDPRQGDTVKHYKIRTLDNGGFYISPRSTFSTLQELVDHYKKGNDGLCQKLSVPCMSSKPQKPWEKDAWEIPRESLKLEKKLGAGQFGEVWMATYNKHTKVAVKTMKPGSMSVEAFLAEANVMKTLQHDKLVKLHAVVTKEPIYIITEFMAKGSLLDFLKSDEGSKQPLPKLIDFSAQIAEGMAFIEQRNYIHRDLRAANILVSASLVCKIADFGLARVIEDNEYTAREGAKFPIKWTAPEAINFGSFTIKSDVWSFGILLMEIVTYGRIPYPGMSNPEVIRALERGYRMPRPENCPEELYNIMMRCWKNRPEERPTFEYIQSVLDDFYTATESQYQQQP
TbHK1 inh: blocks Trypanosoma brucei hexokinase 1 activity; recombinant TbHK1, G6PDH-coupled NADH A340; inhibition, % at 10 µM; AID 1430; 220,000 tested, 0.11% active;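 active = inhibition of 50% or more in the single-dose primary screen; inactive = inhibition below 50%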
EP2 modulator: EP2 receptor (human) modulation | P43116 | EP2-expressing cells, cAMP HTRF FRET, PGE2 co-stimulation | induction, % at 25 µM | 260,000 tested, 0.83% active | AID 940;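 active = compounds whose cAMP rise, as percent of the full-agonist control response, exceeds 60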;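 also: rat C6 glioma line stably carrying human EP2 under a CMV promoter; the protocol text gives 20 µM as final concentration; 100% = response of wells given 1 µM PGE2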
eIF4E 4G PPI: eIF4E/eIF4G interaction inhibition in translation initiation. P63073+Q04637. 220,000 tested, 0.37% active. TR-FRET eIF4E-eIF4GI(517-606) binding, 2 h. AID 782. inhibition, % at 21.7 µM;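 active = inhibition above about 30%, limit read from the data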;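 also: 0% = full FRET control wells and 100% = background wells lacking eIF4GI fragment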
Active calls of the source: *; i = inactive; nt = not tested or not shown; & = joins results of further samples; [ ] = another dose, or the depositor's remark. Some of the compounds tested; count on the stated rates, not on these rows.

SMILES	Calpain2 inh	14-3-3 Bad inh	EP2 antag	Rad51 HR inh	zVAD death inh	Hck Nef HTS	TbHK1 inh	EP2 modulator	eIF4E 4G PPI
Cc1nnc(SCC(=O)Nc2ccc(Cl)cn2)[nH]c1=O	14	8	7	-9	-0.3	7	-3	26	-7[fluorescence artefact?]
Brc1cccc(CNc2nc3ccccc3n2CCN2CCOCC2)c1	21	-2	15	-5	-0.6	-14	-4	-35	-2
Cn1ccc(C(=O)N/N=C/c2ccccc2[N+](=O)[O-])n1	19	10	17	-12	-0.5	-138	-4	9	5
O=C(c1cccc(Br)c1)c1conc1C(=O)c1ccco1	24	-8	5	nt	-0.3	1	-5	-3	3
CCC(=O)NCCCOc1ccccc1	-4	1	14	0	0.8	5	1	5	4
CCOC(=O)c1ccc(NNC(C)=O)c([N+](=O)[O-])c1	-15	-2	4	-22	0.3	-1	-3	4	-3
Cc1cccc(C)c1NC(=O)Cn1nc(-c2ccccc2)nc1-c1ccccc1	-72	6[fluorescence artefact?]	8	-7	0.2	10	4	4	-26[fluorescence artefact?]
O=C(OCCN=C1NS(=O)(=O)c2ccccc21)c1cccnc1	22	-2	nt	nt	0.8	-2	-2	19	-5
Cc1ccc(N2C(=O)C3NN=C(C(=O)OCc4ccccc4)C3C2=O)cc1 (stereo not drawn)	-6	-15[fluorescence artefact?]	7	5	0.8	4	-7	14	2[fluorescence artefact?]
Cc1csc2ncc(C(=O)NC(C)c3ccccc3)c(=O)n12 (stereo not drawn)	-161	11	13	5	-0.6	5	-40	7	-1
c1ccc(CN2CCN(CCOCCOc3cccc4ccccc34)CC2)cc1	22	57	3	-9	-0.1	18	6	-43	-3
COc1cccc(-n2nnnc2SCC(=O)Nc2cccc(C)n2)c1	12	4	15	3	-0.2	2	0	2	0
Cc1nc(N)sc1-c1nnc(SCC(=O)Nc2ccccc2C(F)(F)F)n1C	24	5	4	1	-0.7	-17	-1	-4	-2
CCOC(=O)c1sc2nc(C)cc(-c3ccccc3)c2c1N	-1	-2	9	4	0.8	2	3	33	1
O=C(N/N=C/c1cccnc1)c1cccc(S(=O)(=O)N2CCCC2)c1	-25	-5	12	-6	0.8	8	-8	-22	0
C#CCOCCOCCOCCNc1nc(N2CCN(C(=O)[C@H](C(C)C)n3cc(CCO)nn3)CC2)nc(N2CCN(C(=O)[C@H](CCCCN)n3cc(CCCC)nn3)CC2)n1	-7	55[fluorescence artefact?]	9	-2	2.5	-17	-11	25	-1[fluorescence artefact?]
Cc1nc(N2CCN(c3ccccc3)CC2)[nH]c(=O)c1CCC(C)C	10	-7	10	7	5.7	5	-5	4	5
CCc1ccc(NC(=O)c2cnc3scc(C)n3c2=O)cc1	-77	8	nt	nt	3.5	-6	-19	9	0
Nc1cccc2c1C(=O)N(C(=O)c1cccc(S(=O)(=O)N3CCCC3)c1)C2=O	i	9[fluorescence artefact?]	10	-7	-1.3	-23	0	-4	-5[fluorescence artefact?]
CCOC(=O)/C=C/C(=O)OCC(=O)Nc1ccc(Cl)cn1	15	11	1	10	0.2	-1	-1	-1	-1
O=S(=O)(c1ccc(Cl)cc1)N1CCN=C1SCc1cccc(Cl)c1	21	2	8	20	0.4	7	5	40	3
Cc1ccc(O)c(NC(=O)COc2cc(C)ccc2C)c1	20	-6	14	7	-0.3	0	-6	-14	5
CCOC(=O)c1cc2sc(C)cc2n1CC(=O)N1CCOCC1	-13	-5	5&3	11	-0.4	-30	-1	-2&-6	-3
O=C(c1cccn2c(=O)c3ccc(Cl)cc3nc12)N1CCN(Cc2ccc3c(c2)OCO3)CC1	i	8	10	-7	-1.0	7	-33	-5	8
COc1ccc(/C=C/C(=O)NCCSCc2ccco2)cc1	-16	11[fluorescence artefact?]	12	nt	1.0	11	0	-58	5
SMILES	Calpain2 inh	14-3-3 Bad inh	EP2 antag	Rad51 HR inh	zVAD death inh	Hck Nef HTS	TbHK1 inh	EP2 modulator	eIF4E 4G PPI
CCCCN(C)CCCNC(=O)Cn1c(=O)sc2ccccc21	7	11	10	0	-1.3	-3	2	-16	10
CCC1CCCCN1C(=O)C1CC(c2cc(Cl)c(OC)cc2OC)=NO1 (stereo not drawn)	7	0	18	-7	0.3	-8	3	-15	-1
C/C(=N\NC(=O)c1cccc(N/N=C(\C)c2ccco2)c1)c1ccco1	-91	-5	8	0	2.9	17	-16	-48	14
Cc1ccc(S(=O)(=O)N/N=C/c2c(F)cccc2Cl)cc1	13	-3[fluorescence artefact?]	3	nt	0.0	1	-8	14	6[fluorescence artefact?]
O=C(Cc1cc(=O)[nH][nH]1)N/N=C/c1cccc2ccccc12	-18	-20	2	25	2.5	23	-20	13	0
C=CCc1cccc2cc(C(=O)NC)c(=O)oc12	-57	-6	10	14	0.3	12	-14	-1	8
Cc1cc(C)c2c(N=NN3CCOCC3)[nH]nc2n1	3	-5	2	1	0.3	16	-14	16	15
O=S(=O)(c1ccccc1C(F)(F)F)N1CCOCC1	2	-12	7	5	0.7	0	8	23	22
O=C(NNC(=O)c1cccc(-n2cnnn2)c1)c1ccccc1	7	4	10	6	3.1	11	1	9	-3
CCN(C(=O)Cc1nc(N)n[nH]1)C1(C(=O)Nc2ccccc2)CCCCC1	-20	-5	5	nt	-0.9	12	-9	5	1
C=CCc1ccc(OCC(O)CN2CCN(Cc3ccccc3)CC2)c(OC)c1 (stereo not drawn)	0	1	5	-24	0.5	-4	0	2	-2
O=C(Nc1ccc(Cl)cc1)N(Cc1nc2ccccc2c(=O)[nH]1)Cc1cccs1	6	4	11	-1	0.6	0	32	38	-2
CC(/C=C/c1ccco1)=N\NC(=O)c1cccnc1	11	10[fluorescence artefact?]	9	-6	0.3	-2	-48	-1	-6[fluorescence artefact?]
Cc1ccc(-c2csc3ncnc(Oc4ccc5c(C)cc(=O)oc5c4)c23)cc1	-86	2	9	5	1.4	1	-9	-18	14
O=C(O)CSCC(=O)Nc1ccc(C(=O)O)cc1	-21	8[fluorescence artefact?]	10	-8	0.4	11	-9	8	2[fluorescence artefact?]
CC1Cc2ccccc2N1S(=O)(=O)c1cnc(Cl)c(Cl)c1 (stereo not drawn)	21	1	3	17	-0.4	3	-4	-9	-3
COc1ccc(C(NC(=O)CNC(C)=O)C(=O)Nc2ccc(C(C)C)cc2)cc1 (stereo not drawn)	-42	nt	13	-3	-0.1	0	-4	-23	nt
CCc1ccc(N2CC(C(=O)N/N=C/c3cc([N+](=O)[O-])ccc3O)CC2=O)cc1 (stereo not drawn)	-57	-14	9	20	-0.2	19	-10	-48	3
FC(F)(F)c1ccccc1NC(=S)NC1CCN(Cc2ccccc2)CC1	-9	-14	8	9	0.5	13	2	-34	3
CN(Cc1ccccc1)CC(O)COc1ccc(CNCCc2ccncc2)cc1 (stereo not drawn)	19	86*	7	2	0.4	27	8	-39	-4
Cc1ccc2cc(/C=C(\C#N)C(N)=O)c(N3CCCCC3)nc2c1	1	-3	13	-11	0.5	5	-8	22	5
COC(=O)C(NC(=O)c1ccccc1)(Nc1nc(C)cs1)C(F)(F)F (stereo not drawn)	12	0[fluorescence artefact?]	2	-3	-0.4	2	-5	2	-6[fluorescence artefact?]
CCOc1ccccc1NC(=O)c1cccc2c1C(=O)N(CCOC)C2	-17	6	8	-2	-0.1	0	-15	-4	-2
Cc1cc(=O)[nH]c(=S)n1-c1ccccc1	-23	-12[fluorescence artefact?]	7	3	0.3	11	2	3	-8[fluorescence artefact?]
CCCn1c(C)cs/c1=N\C(=S)Nc1ccccc1	24	-2	11	-9	0.5	2	-18	16	4

Reprinted at random: 6 records from the list.
SMILES	Calpain2 inh	14-3-3 Bad inh	EP2 antag	Rad51 HR inh	zVAD death inh	Hck Nef HTS	TbHK1 inh	EP2 modulator	eIF4E 4G PPI
Nc1cccc2c1C(=O)N(C(=O)c1cccc(S(=O)(=O)N3CCCC3)c1)C2=O	i	9[fluorescence artefact?]	10	-7	-1.3	-23	0	-4	-5[fluorescence artefact?]
CCOc1ccccc1NC(=O)c1cccc2c1C(=O)N(CCOC)C2	-17	6	8	-2	-0.1	0	-15	-4	-2
C=CCc1ccc(OCC(O)CN2CCN(Cc3ccccc3)CC2)c(OC)c1 (stereo not drawn)	0	1	5	-24	0.5	-4	0	2	-2
O=S(=O)(c1ccccc1C(F)(F)F)N1CCOCC1	2	-12	7	5	0.7	0	8	23	22
CCOC(=O)/C=C/C(=O)OCC(=O)Nc1ccc(Cl)cn1	15	11	1	10	0.2	-1	-1	-1	-1
CCC1CCCCN1C(=O)C1CC(c2cc(Cl)c(OC)cc2OC)=NO1 (stereo not drawn)	7	0	18	-7	0.3	-8	3	-15	-1

(list continues)
SMILES	Calpain2 inh	14-3-3 Bad inh	EP2 antag	Rad51 HR inh	zVAD death inh	Hck Nef HTS	TbHK1 inh	EP2 modulator	eIF4E 4G PPI
COCCN1Cc2c(sc(C)c2C)N(C(=O)c2ccccc2)C1	-11	3[fluorescence artefact?]	17	nt	-0.3	2	-2	6	2[fluorescence artefact?]
CC1CC(Nc2ccccc2)c2ccccc2N1C(=O)c1ccncc1 (stereo not drawn)	22	-6	11	12	2.5	-30	5	-13	0
CC(NC(=O)c1ccc(N(C)C)cc1)C1CC2CCC1C2 (stereo not drawn)	-43	-13	nt	nt	-0.1	-1	-11	-30	-1
COC(=O)N/N=C\c1ccc(OC(=O)c2ccco2)cc1	1	-6	14	12	0.8	-72	-3	18	-4
COc1ccc(OCC(=O)N/N=C2\CCc3ccccc32)cc1	-15	-9	11	4	-0.1	0	-4	-11	5
Cc1cccc(OCC(=O)Nc2ccc(S(=O)(=O)N3CCN(C)CC3)cc2)c1	-19	-7	6	5	-0.1	10	7	-22	-1
COc1ccc(-c2nnc(SCc3nnc(-c4cccs4)o3)n2CC2CCCO2)cc1 (stereo not drawn)	6	10	9	nt	0.3	4	-2	6	-1
CC(C)(C)NC(=O)NC(=O)CN1CCN(S(=O)(=O)c2ccc3c(c2)OCCO3)CC1	22	2	3	6	-0.4	4	-7	14	-12
CSc1nc2sc3c(c2c(=O)[nH]1)CCCC3	-8	-13	13	-2	4.5	1	0	-10	-19
NC(=O)C1CCN(C(=O)CSc2ccccn2)CC1	2	3	6	2	0.1	1	-3	25	10[fluorescence artefact?]
Cc1ccc(C(=O)Nc2ccc(N3CCCC3)cc2)cc1	-35	-8	5	4	18	11	-9	11	9
O=C(Nc1nc(-c2nc3ccccc3s2)cs1)c1ccco1	13	42[fluorescence artefact?]	17	0	-0.6	3	-9	-1	-3
COc1ccccc1NC(=O)C1=C(C)NC(=O)NC1c1ccccc1F (stereo not drawn)	-11	2	8	-5	1.8	-8	-5	18	-3[fluorescence artefact?]
Cc1ccccc1Cn1ccc(NC(=O)CCSc2nc(-c3ccco3)cc(C(F)(F)F)n2)n1	20	-2	9&11	19	0.9	0	-12	16&25	1
Cn1c(=O)c2[nH]c(N3CCCCC3)nc2n(C)c1=O	12	18	11&28	13	0.7	-5	-2	6&-21	5
CC(C)(C)c1ccc(C(=O)c2c[nH]c(C(=O)NCCCN3CCOCC3)c2)cc1	-50	-6	2	-1	1.2	1	-8	-7	-5
O=C(O/N=C1/CCCc2occc21)c1ccc(Cl)cc1Cl	-7	-2	6	4	0.2	7	8	13	-7
COc1ccc(OC)c(S(=O)(=O)N(C)CC(=O)O)c1	13	-3	4	-7	6.8	1	2	-7	-2
N#C/C(=C/c1ccc(-c2ccc(S(N)(=O)=O)cc2)o1)C(=O)Nc1ccccc1	-100	3[fluorescence artefact?]	12	-3	3.9	3	-10	-10	-2
Cc1ccc(NC(=O)c2c(F)cccc2Cl)cc1NS(C)(=O)=O	-6	-3	10	13	0.9	6	-13	-29	0
Cc1nn(-c2ccccc2)c2[nH]c(=O)c(CNc3ccc(N4CCOCC4)cc3)cc12	-72	-16	34	3	0.9	6	-3	-26	-1
